Assay outcomes as filed in PubChem BioAssay.
GDH-TPI inh: GDH-TPI coupled enzyme inhibition counter-screen; 360,000 tested, 1.2% active; GDH-TPI coupled enzyme counterscreen, NADH absorbance; inhibition, % at 4.8 µM;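 also: 0% = DMSO wells and 100% = wells lacking the enzyme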
BoNT F protease: blocks Botulinum neurotoxin F light chain protease; inhibition, % at 10 µM; AID 588497; 360,000 tested, 0.22% active; Multiplex microsphere protease cleavage assay, flow cytometry; in the data active = inhibition above about 35%, passing the limit was not always enough; inconclusive = no clear call, values can overlap the other calls; also: plate controls were buffer without enzyme for full effect and enzyme alone for no effect
CCHF vOTU inh: blocks the CCHF virus ovarian tumor domain protease; 370,000 tested, 0.55% active; CCHFV vOTU protease, Pep-AMC fluorescence; inhibition, % at 11.5 µM; also: 0% = vehicle wells with enzyme and 100% = no enzyme wells
Mtb UGM inh: blocks M. tuberculosis UGM enzyme; inhibition, % at 10 µM; purified UGM, fluorescence polarization probe displacement; 320,000 tested, 0.06% active; P9WIQ1; in the data active = inhibition above about 10%, passing the limit was not always enough; inconclusive = no clear call, values can overlap the other calls
DUSP3 inh: DUSP3 (human) phosphatase inhibition | recombinant VHR phosphatase, pNPP absorbance | inhibition, % at 13.3 µM | 290,000 tested, 0.52% active | AID 1654; in the data active = inhibition above about 50%; also: some compounds called inactive have numbers as strong as hits
Target sequence (P51452 whole entry, looked up): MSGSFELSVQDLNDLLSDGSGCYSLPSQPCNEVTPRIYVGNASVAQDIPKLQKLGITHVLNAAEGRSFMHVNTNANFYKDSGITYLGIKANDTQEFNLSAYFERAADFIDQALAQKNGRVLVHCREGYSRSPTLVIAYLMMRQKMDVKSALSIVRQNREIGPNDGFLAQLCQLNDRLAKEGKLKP
FadD28 binding: blocks FadD28 binding to the bisubstrate probe | 360,000 tested, 0.22% active | fluorescence polarization | inhibition, % at 12.5 µM; in the data active = inhibition above about 8.5%, passing the limit was not always enough; inconclusive = no clear call, values can overlap the other calls
BioA inh: inhibitors of Mycobacterium tuberculosis BioA enzyme; inhibition, % at 9.99 µM; 360,000 tested, 0.096% active; AID 602481; purified M. tuberculosis BioA enzyme, plate reader; in the data active = inhibition above about 40%; inconclusive = no clear call, values can overlap the other calls
MazF activator: MazEF (E. coli) toxin RNase activation | 350,000 tested, 0.32% active | activation, % at 20 µM | AID 504720 | FAM/BHQ RNA-DNA oligo cleavage fluorescence, 5 h | P0AE70; in the data active = activation above about 50%
Target sequence (P0AE70 whole entry, looked up): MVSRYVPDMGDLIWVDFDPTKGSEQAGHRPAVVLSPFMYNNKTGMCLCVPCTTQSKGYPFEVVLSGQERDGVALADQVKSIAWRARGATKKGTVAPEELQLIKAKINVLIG
FBA Mtb inh: inhibits M. tuberculosis FBA enzyme; inhibition, % at 1 µM; purified M. tuberculosis FBA, fluorescence read-out; 360,000 tested, 2.3% active; in the data active = inhibition above about 27%;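 also: 0% = vehicle and 100% = reference inhibitor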
Target sequence (P9WQA3 whole entry, looked up): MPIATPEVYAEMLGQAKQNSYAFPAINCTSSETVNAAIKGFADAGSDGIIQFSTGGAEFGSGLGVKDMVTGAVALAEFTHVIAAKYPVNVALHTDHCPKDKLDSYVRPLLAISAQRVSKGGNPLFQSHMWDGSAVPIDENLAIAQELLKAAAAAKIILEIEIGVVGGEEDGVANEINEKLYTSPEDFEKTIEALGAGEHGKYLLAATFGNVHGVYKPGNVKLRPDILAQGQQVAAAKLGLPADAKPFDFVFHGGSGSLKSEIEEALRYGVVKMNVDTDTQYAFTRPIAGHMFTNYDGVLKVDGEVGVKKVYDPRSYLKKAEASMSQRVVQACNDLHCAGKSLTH
Rv3671c protease: Rv3671c (M. tuberculosis) protease inhibition; P9WHR9; inhibition, % at 5.96 µM; 320,000 tested, 0.048% active; AID 2606; in the data active = inhibition above about 38%;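 also: extracellular domain of Rv3671c used as enzyme; 0% = enzyme with DMSO and 100% = no enzyme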
Target sequence (P9WHR9 whole entry, looked up, the tested form may be a part): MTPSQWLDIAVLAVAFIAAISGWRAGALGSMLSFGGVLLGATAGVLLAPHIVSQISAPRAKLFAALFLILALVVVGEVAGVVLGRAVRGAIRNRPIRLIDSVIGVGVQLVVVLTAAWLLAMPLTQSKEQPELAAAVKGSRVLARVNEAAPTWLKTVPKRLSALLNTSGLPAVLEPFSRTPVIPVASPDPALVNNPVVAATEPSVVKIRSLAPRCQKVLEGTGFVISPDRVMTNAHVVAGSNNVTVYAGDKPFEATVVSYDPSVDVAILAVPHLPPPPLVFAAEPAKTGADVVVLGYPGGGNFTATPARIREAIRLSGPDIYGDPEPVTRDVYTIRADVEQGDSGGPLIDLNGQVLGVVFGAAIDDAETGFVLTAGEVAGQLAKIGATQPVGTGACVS
The depositor's hits bear a star; ? = inconclusive; · = no result given; & = joins results of further samples. Rule as the data show it, unless noted: active = inhibition above about 30%; inactive = the rest.

SMILES | GDH-TPI inh | BoNT F protease | CCHF vOTU inh | Mtb UGM inh | DUSP3 inh | FadD28 binding | BioA inh | MazF activator | FBA Mtb inh | Rv3671c protease
CCn1cc([N+](=O)[O-])c(C(=O)N2CCCc3ccccc32)n1 | 5 | -4 | -3 | · | 0 | -1.4 | -0.2 | 5 | -2 | ·
COc1ccccc1N1C(=O)C2C(C(=O)c3ccccc3)=NN(c3ccc(Br)cc3)C2C1=O (stereo not drawn) | 12 | · | -9 | 11* | 8 | -3.1 | -8.9 | -89 | 0 | -9
COc1cc2c(cc1OC)C1(C)N(CC2)C(C(C)=O)=NN1c1ccc(Cl)cc1 (stereo not drawn) | 7 | · | 8 | -2.4 | 9 | -0.9 | 0.5 | 7 | 2 | 3
O=C1CCCC2(O)C1C(c1cccc(Br)c1)NC(=O)N2Cc1ccccc1 (stereo not drawn) | -1 | -2 | 11 | 2.8 | -4 | -0.4 | · | 3 | -2 | 0
Cc1ccc(CN2CCCNC2=O)cc1 | -7 | -2 | 4 | -0.2 | 12 | -0.3 | -0.9 | 13 | 3 | 2
O=C(NC1CCSC1=O)c1ccc(Cl)cc1 (stereo not drawn) | 3 | -1 | · | -1.7 | 52* | -2.3 | · | -3 | 0 | -2
Cc1ccc(N2CC(C(=O)Nc3nccs3)CC2=O)cc1Cl (stereo not drawn) | 6 | -1 | -5 | -3.4 | -20 | 0.5 | -1.2 | -15 | 3 | -5
N#C/C(=C\c1ccc(-c2ccccc2[N+](=O)[O-])o1)C(=O)N1CCOCC1 | 15 | -1 | 7 | -2.1 | 12 | -2.6 | · | -8 | -3 | -3
CCOC(=O)c1ccc(NC(=O)CSc2nc(N3CCOCC3)nc(N3CCOCC3)n2)cc1 | 0 | -9 | -4 | 2.4 | -3 | -2.3 | 0.9 | -9 | -2 | -1
COc1ccccc1CNC(=O)CN1CCC(NC(=O)c2ccccc2F)CC1 | -2 | 9 | 7 | -0.3 | 31 | -2.4 | -0.5 | -8 | 3 | -4
COc1ccc(NC(=O)COC(=O)CCNS(=O)(=O)c2ccccc2)cc1OC | 2 | 2 | -7 | 2.6 | 10 | 2.0 | 8.1 | 4 | 5 | -1
COc1ccccc1C(=O)COC(=O)CN1C(=O)c2ccccc2C1=O | -3 | -8 | -4 | -2.5 | -9 | -4.0 | -1.0 | 5 | -3 | -2
COc1ccc(-n2c(=O)c3ccccc3n(CC(=O)NC3CCCCC3)c2=O)c(OC)c1 | 6 | -7 | -4 | -3.1 | 34 | -4.3 | -0.9 | 4 | 0 | -3
CCN(CC(=O)Nc1ccc(NC(C)=O)cc1)C(=O)C1CCCN(C(=O)c2ccc(Cl)cc2)C1 (stereo not drawn) | 2 | 3 | -3 | 1.7 | · | -2.0 | · | 4 | -1 | -10
CCCC(=O)N1CCCC1(C)C(=O)Nc1cc(OC)c(OC)c(OC)c1 (stereo not drawn) | 10 | 8 | -7 | · | · | 0.1 | -1.3 | · | -2 | ·
O=C(COC(=O)c1cc[n+]([O-])cc1)Nc1ccc([N+](=O)[O-])cc1 | 8 | -2 | -3 | -1.6 | 17 | -1.1 | · | -2 | -1 | 0
Cc1nc(-c2ccc(NC(=O)c3ccco3)cc2)cs1 | -8 | -11 | 1 | -3.2 | 3 | -5.6 | 1.4 | -1 | -3 | -5
C[C@H]1CN([C@@H](C)CO)C(=O)c2cc(-c3cccc(F)c3)cnc2O[C@H]1CN(C)C(=O)c1cnccn1 | 1 | -1 | -1 | · | · | -0.9 | 1.2&0.3&17 | 3 | 1 | ·
CC(C)c1nc(CNC(=O)c2cc(COc3c(F)cccc3F)on2)cs1 | 4 | 2 | -4 | 1.3 | 13 | -2.9 | · | 6 | -4 | 2
CSc1nc(C(=O)N2CCc3c([nH]c4ccccc34)C2c2ccccn2)cs1 (stereo not drawn) | 0 | 2 | 9 | 1.9 | 3 | -0.3 | 1.1 | 1 | 1 | -6
O=C(Cn1cnc([N+](=O)[O-])n1)N/N=C/c1cc(Cl)ccc1O | 5 | -6 | -10 | 0.9 | 22 | -3.0 | · | 0 | -3 | 7
COc1ccc2oc(C(=O)OCC(=O)Nc3ccc(C(=O)N(C)C)cc3)c(C)c2c1 | 9 | 13 | -6 | -0.2 | 28 | 0.3 | 1.0 | 7 | 28* | 9
COc1ccc(Cl)cc1S(=O)(=O)N1CCC(C(=O)NCCc2ccccc2)CC1 | 6 | ? | 13 | -1.4 | -8 | -4.3 | 9.2 | 5 | 0 | -2
COC(=O)c1cc(Nc2cc(C)c3ccc(O)cc3n2)cc(C(=O)OC)c1 | 13 | -5 | -16 | 1.5 | 2 | -2.0 | -0.8 | 14 | 17 | -181
O=C(NCCc1ccccc1)C(=O)NC1CCCCC1 | -4 | 5 | 4 | -1.4 | 5 | -3.0 | -2.4 | -18 | -3 | 0
CC1CC(C)CN(C(=O)COC(=O)c2ccc(Cl)nc2)C1 (stereo not drawn) | -3 | -27 | -7 | · | · | -1.3 | -0.5 | -2 | 1 | ·
O=C(O)c1ccccc1C(=O)NNc1ccc(Cl)cc1Cl | -2 | -3 | 1 | 0.2 | -6 | -2.3 | · | 5 | 4 | -2
O=C(N1CCCCCC1)N1CCN(S(=O)(=O)c2ccccc2)CC1 | 5 | -9 | -2 | 4.3 | 4 | 0.4 | 0.2 | 6 | -1 | 0
COc1ccccc1-c1nc2ccccc2c(=O)n1O | 6 | -15 | -5 | -0.3 | 2 | -0.6 | 0.1 | 5 | 2 | 0
Cc1cc(Nc2cccc([N+](=O)[O-])c2)c2cccc(C)c2n1 | 16 | · | 1 | -1.4 | 25 | 0.8 | 1.5 | 9 | 0 | 3
COC(=O)C(O)(NC(=O)OCc1ccccc1)C(F)(F)F (stereo not drawn) | 8 | 0 | -1 | 1.8 | -13 | -2.5 | -1.3 | -2 | 1 | -6
Cc1cc(C)cc(CC2CC(=O)N(c3ccc(Cl)cn3)C2=O)c1 (stereo not drawn) | -1 | 1 | -9 | -2.3 | 47 | 0.5 | -0.2 | -3 | 2 | -1
CCOC(=O)c1c(NC(=S)NCc2ccccc2)sc2c1CCN(C(=O)OCC)C2 | 19 | · | 6 | -0.7 | 10 | -1.5 | -1.1 | -4 | 1 | 0
COc1ccc(C(=O)OCC(=O)N2CCN(S(=O)(=O)c3ccc(C)cc3)CC2)cc1[N+](=O)[O-] | -4 | -4 | -5 | · | · | -3.1 | -0.1 | 7 | -2 | ·
COc1ccc(S(=O)(=O)N2CCOC2CNC(=O)C(=O)NCCCN2CCCC2=O)cc1OC (stereo not drawn) | 15 | -10 | -2 | · | · | -0.8 | -1.2 | 2 | 1 | ·
CCOC(=O)Cn1c(CN2CCc3ccccc3C2)nc2c1c(=O)n(C)c(=O)n2C | -4 | 1 | 12 | -1.8 | 12 | -2.5 | -1.3 | 9 | 0 | 0
COc1ccc(CN2CCN(C(=O)Cn3ncn4cccc4c3=O)CC2)c(OC)c1OC | 22 | -2 | -5 | -0.1 | 21 | 1.1 | -5.9 | -3 | 2 | -9
CCOc1cc(CNCc2ccncc2)cc(Br)c1OCc1ccc(F)cc1 | -2 | -12 | 1 | 1.0 | 7 | -4.3 | -0.9 | -12 | 0 | 5
CCOC(=O)c1ccc(N=c2sc(C(=O)OC)cc(=O)n2C2CC2)cc1 | 0 | 11 | -9 | 2.5 | · | -1.1 | -0.5 | 9 | 1 | 8
CCCCC(=O)Nc1nnc(-c2ccco2)o1 | 0 | -2 | -12 | -1.3 | -10 | -1.1 | · | -2 | 1 | -2
O=C(c1ccco1)N1CCN(C(=O)N2CCOCC2)CC1 | 0 | 0 | 1 | 0.3 | -7 | -1.5 | -1.3 | 2 | 1 | 2
O=C(O)CCC(=O)Nc1sc2c(c1C(=O)Nc1cccc3ccccc13)CCCCC2 | 12 | -3 | 23 | -2.0 | -14 | 1.1 | -0.6 | 1 | -1 | -3
Cc1nn(-c2ccccc2)c(C)c1C(=O)NCc1ccc(F)cc1 | -3 | -10 | -5 | 4.9 | -3 | -0.4 | · | 2 | 1 | -5
CCOc1ccccc1NC(=O)NC1CC2CCCC(C1)N2Cc1nnnn1CCc1ccccc1 (stereo not drawn) | 5 | 2 | 7 | 1.0 | -5 | -2.9 | 0.3 | -3 | 1 | -4
CCOc1ccc(CCNC(=O)COC(=O)c2cccnc2Cl)cc1OCC | 5 | -11 | 7 | -3.1 | · | 0.6 | 1.3 | 0 | 2 | 0

Reformatted: results already given
structure	GDH-TPI inh	BoNT F protease	CCHF vOTU inh	Mtb UGM inh	DUSP3 inh	FadD28 binding	BioA inh	MazF activator	FBA Mtb inh	Rv3671c protease
COC(=O)C(O)(NC(=O)OCc1ccccc1)C(F)(F)F (stereo not drawn)	8	0	-1	1.8	-13	-2.5	-1.3	-2	1	-6
Cc1cc(C)cc(CC2CC(=O)N(c3ccc(Cl)cn3)C2=O)c1 (stereo not drawn)	-1	1	-9	-2.3	47	0.5	-0.2	-3	2	-1
CCOC(=O)c1c(NC(=S)NCc2ccccc2)sc2c1CCN(C(=O)OCC)C2	19	·	6	-0.7	10	-1.5	-1.1	-4	1	0
COc1ccc(C(=O)OCC(=O)N2CCN(S(=O)(=O)c3ccc(C)cc3)CC2)cc1[N+](=O)[O-]	-4	-4	-5	·	·	-3.1	-0.1	7	-2	·
COc1ccc(S(=O)(=O)N2CCOC2CNC(=O)C(=O)NCCCN2CCCC2=O)cc1OC (stereo not drawn)	15	-10	-2	·	·	-0.8	-1.2	2	1	·
CCOC(=O)Cn1c(CN2CCc3ccccc3C2)nc2c1c(=O)n(C)c(=O)n2C	-4	1	12	-1.8	12	-2.5	-1.3	9	0	0
COc1ccc(CN2CCN(C(=O)Cn3ncn4cccc4c3=O)CC2)c(OC)c1OC	22	-2	-5	-0.1	21	1.1	-5.9	-3	2	-9
CCOc1cc(CNCc2ccncc2)cc(Br)c1OCc1ccc(F)cc1	-2	-12	1	1.0	7	-4.3	-0.9	-12	0	5
CCOC(=O)c1ccc(N=c2sc(C(=O)OC)cc(=O)n2C2CC2)cc1	0	11	-9	2.5	·	-1.1	-0.5	9	1	8
CCCCC(=O)Nc1nnc(-c2ccco2)o1	0	-2	-12	-1.3	-10	-1.1	·	-2	1	-2
O=C(c1ccco1)N1CCN(C(=O)N2CCOCC2)CC1	0	0	1	0.3	-7	-1.5	-1.3	2	1	2

Next records
SMILES | GDH-TPI inh | BoNT F protease | CCHF vOTU inh | Mtb UGM inh | DUSP3 inh | FadD28 binding | BioA inh | MazF activator | FBA Mtb inh | Rv3671c protease
CN(C)S(=O)(=O)c1ccc(C(=O)NCc2ccccc2)cc1 | 5 | 2 | -15 | -0.2 | 12 | 1.8 | · | -3 | 1 | -2
CCN(CC)C(=O)c1cccc(NC(=O)C2CCN(C(=O)c3cccs3)CC2)c1 | 4 | -9 | 15 | -0.2 | · | -1.0 | 1.2 | 5 | 2 | 4
CCCNC(=O)N(C)C[C@H]1Oc2ncc(Br)cc2C(=O)N([C@H](C)CO)C[C@H]1C | 7 | -6 | 1 | · | · | -0.1 | 0.7&-0.6 | 4 | 5 | ·
CCOC(=O)c1sc(N=NC2=C(O)CC(C)(C)CC2=O)c(C(=O)OCC)c1C | 9 | 2 | 5 | -1.9 | 3 | 3.3 | -0.8 | -86 | -3 | 3
O=C(O)CSC1CC(=O)N(c2cccc(Cl)c2)C1=O (stereo not drawn) | 5 | -1 | 1 | 0.1 | 4 | -1.3 | 0.9 | -4 | -1 | 7
COc1ccc(C(C(=O)NCC2CCCO2)N(C(=O)CNC(=O)c2ccco2)c2cc(C)ccc2C)cc1OC (stereo not drawn) | -2 | 14 | -3 | 0.0 | 53* | 0.0 | 0.6 | -2 | 4 | -12
O=C1C=C(c2cccnc2)CCC1 | -1 | -9 | -1 | 0.0 | · | -4.2 | -1.9 | 8 | 0 | 8
